Bioassay records (PubChem BioAssay)
ERG-DNA inh: qHTS for Small Molecule Inhibitors of the ERG Ets/DNA interaction. fluorescence polarization, His-ERG Ets domain / labelled DNA. Transcriptional regulator ERG (Homo sapiens), P11308. 370,000 tested, 0.028% active. Potency, µM (titrated, usually from 76.9 µM), for inactives: at the highest dose FP activity, negative = inhibition, most hits filed as inhibitors. AID 624246, 2012; active = well fitted inhibition curve with a large enough effect in the polarisation, with a control signal flat; inconclusive = small, poorly fitted or top-dose-only effect, or effect the other way, or a change in a side signal; inactive = no such curve, though single readings can be large or run the other way; the % refers to the polarisation;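 also: polarization taken with two DNA probes labelled with fluorescein and Texas red; potency is read from the fitted curve at half-maximal effect; % of control where 0% means no effect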
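His-tagged ERG Ets domain (1 uM in the protein solution; 300mM KCl, 50mM Tris-HCl, 1mM EDTA, 1mM DTT, pH 7.5) received compound, then a probe mix of 5 nM fluorescein-DNA and 100nM Texas-615-DNA. Fluorescence polarization was read for both dyes.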
Pol iota inh: qHTS for Inhibitors of Polymerase Iota | DNA polymerase iota (Homo sapiens), Q9UNA4 | Pol iota fluorescent replication assay, 10 min | Potency, µM (titrated, usually from 115 µM), without a hit: at the highest dose activity, negative = inhibition, hits mostly inhibitors | 390,000 tested, 1% active | AID 588590, 2011; also: potency is read from the fitted curve at half-maximal effect
Target sequence (Q9UNA4 whole entry, looked up): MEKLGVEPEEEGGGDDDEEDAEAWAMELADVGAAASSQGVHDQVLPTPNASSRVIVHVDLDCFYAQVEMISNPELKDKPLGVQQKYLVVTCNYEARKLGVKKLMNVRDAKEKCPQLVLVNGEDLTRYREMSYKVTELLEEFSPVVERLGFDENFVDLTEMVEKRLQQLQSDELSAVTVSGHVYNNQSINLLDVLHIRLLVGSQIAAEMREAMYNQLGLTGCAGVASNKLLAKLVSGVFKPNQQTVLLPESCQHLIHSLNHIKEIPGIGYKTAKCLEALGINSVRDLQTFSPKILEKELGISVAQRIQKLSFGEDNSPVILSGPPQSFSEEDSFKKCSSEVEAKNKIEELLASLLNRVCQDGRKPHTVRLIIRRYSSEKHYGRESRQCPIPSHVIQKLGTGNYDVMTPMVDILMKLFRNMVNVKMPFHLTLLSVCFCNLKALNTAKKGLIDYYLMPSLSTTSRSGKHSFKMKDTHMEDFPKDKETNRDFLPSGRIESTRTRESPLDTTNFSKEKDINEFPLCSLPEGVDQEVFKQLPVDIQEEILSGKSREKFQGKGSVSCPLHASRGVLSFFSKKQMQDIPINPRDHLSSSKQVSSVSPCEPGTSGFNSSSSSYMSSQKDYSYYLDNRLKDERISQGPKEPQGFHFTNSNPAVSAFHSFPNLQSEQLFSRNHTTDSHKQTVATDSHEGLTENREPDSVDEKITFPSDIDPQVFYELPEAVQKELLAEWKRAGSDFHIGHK
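Fluorescent replication assay read twice, at 0 min and 10 min after adding 50 nM (final) substrate. Enzyme (10 nM) and compounds were first incubated 15 min at room temperature; enzyme-free buffer wells were negative controls.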
APEX1 inh: qHTS Assay for Inhibitors of the Human Apurinic/apyrimidinic Endonuclease 1 (APE1); DNA repair nuclease/redox regulator APEX1 (Homo sapiens), P27695; recombinant APE1, TAMRA/BHQ-2 abasic DNA cleavage fluorescence; 350,000 tested, 0.35% active; Potency, µM (top dose mostly 65.8 µM), for inactives: at the top dose activity change, negative = inhibition, hits mostly inhibitors;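 also: potency is read from the fitted curve at half-maximal effect; plate controls were vehicle for no effect and reference inhibitor for full effect; nearly all actives have a fitted effect of over 55% in size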
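Quantitative HTS: incision of a TAMRA/BHQ-2 double-stranded substrate bearing a tetrahydrofuran abasic site by 0.75 nM APE1 raises fluorescence. Substrate 50 nM final, added after 15 min compound preincubation at room temperature; progress as third-minus-first kinetic read difference.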
POLB inh: qHTS Assay for Inhibitors of DNA Polymerase Beta; P06746; Pol beta primer extension/strand displacement, fluorescence kinetic; Potency, µM (top dose mostly 114 µM), for the others: at the highest dose activity change, negative = inhibition, most hits filed as inhibitors; 340,000 tested, 1.3% active; AID 485314, 2010; also: potency is read from the fitted curve at half-maximal effect; % is scaled to controls: 0 for no effect and ±100 for the full control effect
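Curves were derived by four-parameter Hill fits of normalized qHTS data. The kinetic fluorescent primer-extension read was taken at 0 and 10 min after 50 nM substrate, following a 15 min room-temperature preincubation of 10 nM enzyme with compounds.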
TRHR ag: qHTS for Small Molecule Agonists and Allosteric Enhancers of Human TRH Receptor: Primary Screen for Agonists; Thyrotropin-releasing hormone receptor (Homo sapiens), P34981; TRHR cells, calcium flux fluo-8, FDSS agonist mode; activation, % at 2 µM; 360,000 tested, 0.18% active; in the data active = activation above about 30%; also: 0% is about no effect
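Steps: seed TRHR cells overnight; add fluo-8 no-wash Ca dye, RT 30 min–1.5 h; record 10 s baseline; pin-transfer compounds; monitor fluorescence 1 cycle/s for the agonist window. Calcium increases flag candidate agonists.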
BLM inh: qHTS Assay for Inhibitors of Bloom's syndrome helicase (BLM). RecQ-like DNA helicase BLM (Homo sapiens), P54132. recombinant BLM DNA unwinding, fluorescence dequenching. Potency, µM (highest dose often 56.1 µM), inactives show at the top dose activity change, negative = inhibition, most hits filed as inhibitors. 350,000 tested, 0.2% active. AID 2528, 2010;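 also: potency is read from the fitted curve at half-maximal effect; plate controls were vehicle for no effect and no enzyme for full effect; nearly all actives have a fitted effect of over 35% in size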
ALOX12 inh: Primary qHTS assay for inhibitors of human arachidonate 12S-lipoxygenase (ALOX12): Round 2; 580,000 tested, 1.1% active; Polyunsaturated fatty acid lipoxygenase ALOX12 (Homo sapiens), P18054; AID 1671190, 2021; purified 12hLO, xylenol orange hydroperoxide absorbance; Potency, µM (titrated, usually from 108 µM), for the others: at the top dose activity change, negative = inhibition, hits mostly inhibitors; also: potency is read from the fitted curve at half-maximal effect; % is scaled to controls: 0 for no effect and ±100 for the full control effect
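Hydroperoxide product was detected by ferrous iron/xylenol orange as the 573 to 405 nm absorbance ratio. Arachidonic acid at 40 uM (final) was turned over for 30 min at room temperature by 150 nM human 12hLO, pH 7.0 Hepes buffer, after 15 min compound preincubation.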
POLK inh: qHTS for Inhibitors of Polymerase Kappa. DNA polymerase kappa (Homo sapiens), Q9UBT6. purified Pol kappa, fluorescent DNA synthesis assay, 10 min. Potency, µM (doses to about 107 µM), without a hit: at the top dose activity, negative = inhibition, hits mostly inhibitors. 400,000 tested, 0.53% active. AID 588579, 2011; also: potency is read from the fitted curve at half-maximal effect; % is scaled to controls: 0 for no effect and ±100 for the full control effect
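Readout: fluorescence, taken kinetically at 0 and 10 min. Conditions: 10 nM Pol kappa, 15 min RT compound preincubation, 50 nM substrate final. Controls: enzyme-free buffer wells.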
Apoferritin bind: qHTS Assay for Identification of Novel General Anesthetics. Ferritin light chain (Equus caballus), P02791. apoferritin/1-aminoanthracene competitive binding, fluorescence. Potency, µM (series often up to 77.5 µM), for inactives: at the top dose activity change, negative = displacement, actives largely listed as inhibitors. 350,000 tested, 0.074% active; also: potency is read from the fitted curve at half-maximal effect; % is scaled to controls: 0 for no effect and ±100 for the full control effect; nearly all actives have a fitted effect of over 20% in size
Target sequence (P02791 2-175 limits assumed): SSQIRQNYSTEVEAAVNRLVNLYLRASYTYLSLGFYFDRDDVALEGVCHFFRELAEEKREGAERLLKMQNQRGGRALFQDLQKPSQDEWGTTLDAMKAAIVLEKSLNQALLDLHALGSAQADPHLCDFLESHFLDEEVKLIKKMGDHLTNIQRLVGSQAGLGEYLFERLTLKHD
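Horse-spleen apoferritin (10 uM) in 50% saturated 1-aminoanthracene in PBS was incubated 10 min at room temperature with compound. Fluorescence (ex 380, em 535 nm) was normalized to free and bound 1-AMA, with concentration-response fitted by a four-parameter Hill equation.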
* hit, by the source's call; i = inactive; ? = inconclusive; . = not tested or not shown; & = joins results of further samples; [ ] = remark or other dose. Unless noted, calls follow the shape of the dose curve; as a rule, active = well fitted curve in the direction sought with a large enough effect; inconclusive = small, poorly fitted or top-dose-only effect, or another doubt; inactive = no such curve, though single readings can be large; an effect the other way counts as inactive or inconclusive.

The line under a structure holds: Pol iota inh, ALOX12 inh, POLK inh, Apoferritin bind, TRHR ag, ERG-DNA inh, APEX1 inh, POLB inh, BLM inh
Cc1ccc(SC[C@H](C)CN2CC[C@H](C(C)(C)C)CCC2=O)cc1
  -11%&21%, -18%, -9%&1%, 37%[activator], -0.3, -6%, -10%, -14%, -5%
COC(=O)Nc1sc2c(c1C(N)=O)CCC(C)C2 (stereo not drawn)
  162%[activator], 41%[activator], 0%, -1%, -1.6, -6%, 0%, 1%, 3%
COC(=O)c1ccc2c(=O)n(-c3ccccc3)c(SCN3C(=O)c4ccccc4C3=O)nc2c1
  23%, -21%, -15%, -4%, -0.4, -9%, ?, 16%, -1%
O=C(CNS(=O)(=O)c1ccc(Br)cc1Cl)OCC(=O)N1CCCC1=O
  25%, 0%, 15%, ., -2.5, 6%, 8%, ., .
C=CC#CC1(O)CC(C)[N+](C)(C)CC1C (stereo not drawn)
  36%, 35µM*, 3%, -2%, -0.8, 3%, 2%, 30%[activator], -8%
Cc1ccc(OCC(O)CN2CCOCC2)c(C)c1 (stereo not drawn)
  -4%, ?, -6%, -10%, -1.8, 2%, 23%, 1%, 1%
NC(=O)[C@@H]1CCCN1Cc1nc(Cc2ccccc2F)no1
  -8%, -13%, 6%, -4%, 0.1, -5%, -1%, -1%, 0%
O=c1cc(-c2cccc(F)c2)oc2ccccc12
  0%, -25%, 6%, ., ., -3%, ., ., .
Cc1cc2oc(=O)cc(CN3CCN(Cc4ccccc4)CC3)c2cc1C
  -14%, 14%, -3%, -10%, 0.7, 0%, 0%, 12%, 4%
NC(=O)CC(NC(=O)Cc1ccc(Br)cc1)c1ccc(NC2CCCCCCC2)c([N+](=O)[O-])c1 (stereo not drawn)
  15%, -14%, 2%, ., ., 2%, ., ., .
CC1=CC2=NC(=O)/C(=C\c3cccn3CCOc3cc(C)cc(C)c3)C(=N)N2O1
  5%, -3%, -4%, -6%, -0.5, 16%, -8%, -4%, -10%
COc1ccc(CN(C)c2ncnc3sccc23)c(OC)c1OC
  153%[activator], -5%, -1%, 7%, -0.6, 1%, -13%, 13%, 3%
Cc1c(N=C2C(=O)Nc3ccccc32)c(=O)n(-c2ccccc2)n1C
  16%, 3%, -22%, -9%, 2.0, 3%, -2%, 15%, 2%
Cn1cc(Cl)c(/C(N)=N/OC(=O)c2ccccc2C(F)(F)F)n1
  12%, 1%, 2%, -21%, -0.1, -4%, 13%, -2%, -5%
COCCNS(=O)(=O)c1ccc2c3c(cccc13)C(=O)N2C
  40%[activator], -19%, 2%, 592%[activator], 0.1, 5%, 1%, -15%, 0%
COC(=O)CC1C(=O)NCCN1C(=O)c1cc(OC)c(OC)cc1OC (stereo not drawn)
  33%, 5%, 0%, -12%, -0.3, -9%, 24%, 17%, -1%
CC(C)(O)P(C)(=O)c1ccccc1 (stereo not drawn)
  -1%, 0%, -6%, -10%, 0.5, -11%, -3%, 3%, 1%
CC1CCN(S(=O)(=O)c2ccc3c(c2)N(CC(=O)NCc2ccccc2)C(=O)CO3)CC1
  29%, -14%, -5%, -10%, -0.9, -1%, ., 20%, -1%
CCOC(=O)c1[nH]c2ccc(OC)cc2c1NC(=S)N1CCN(c2ccccc2OC)CC1
  15%, -20%, -10%, -4%, -0.3, -12%, 0%, 0%, -4%
Cc1cccc(CC(=O)NCCN2CCOCC2)c1
  -19%, 12%, -2%, 0%, 0.4, -10%, 7%, -27%, 0%
CCOC(=O)c1cnn(-c2nc(C)nc3sc4c(c23)CCC4)c1N
  ., ., ., -8%, -0.1, ., 7%, 10%, -3%
Cc1nn(-c2ccccc2)c(=S)c2ccccc12
  69%[activator], 3%, -3%[60.1 µM], -5%, 0.6, 11%, -9%, -1%, -7%
COc1ccc(NC(=O)CSc2nnc(C3CCCCC3)o2)c(OC)c1
  -5%, 0%, -3%, -23%, -0.7, 4%, 14%, 19%, -13%
N/C(Cc1cccs1)=N\OC(=O)COc1ccccc1Cl
  ?, 155%[activator], -8%, ?, -0.5, -5%, ?, -5%, -8%
Cc1ccc(-c2nc(CS(=O)CC(=O)NCCN(CC(C)C)CC(C)C)c(C)o2)cc1 (stereo not drawn)
  14%, 0%, -6%, -4%, -1.8, -6%, -3%, -3%, -2%
Cc1cc(C)n(-c2nc(N(c3ccccc3)c3ccccc3)nc(-n3nc(C)cc3C)n2)n1
  7%, ., 3%, 7%, 0.3, -15%, 5%, -8%, 0%
CCc1nc2ccc(C(=O)NCCc3ccc(OC)cc3OC)cc2nc1CC
  11%, 3%, -11%[60.1 µM], 0%, -0.1, -2%, ., -2%, -7%
CC(OC(=O)c1cccn1C)C(=O)Nc1ccc2c(c1)OCO2 (stereo not drawn)
  5%, -6%, -14%, -6%, -1.5, -1%, -7%, 2%, -1%
O=C(O)CCNS(=O)(=O)c1ccccc1Br
  -3%, 10%, -7%, -5%, -0.7, 5%, 1%, -2%, -7%
COc1ccccc1CNC(=O)CN1C(=O)COc2ccc(S(=O)(=O)N3CCC(C)CC3)cc21
  35%[activator], -1%, -2%, -12%, -1.3, -8%, ., 3%, -3%
Cc1cc(F)ccc1S(=O)(=O)Nc1ccccc1C(=O)N1CCCC1
  3%, 6%, 7%, ., 0.0, -5%, -1%, ., .
Cn1c(Cn2c(=O)sc3ccccc32)nnc1SCc1ccc(F)cc1
  -1%, i, 7%, 2%, -0.4, -8%, -8%, -2%, -5%
CCOc1ccccc1N(CC(=O)N1CCc2ccccc2C1)S(C)(=O)=O
  -2%, 81%[activator], -7%, -9%, 0.0, -1%, 10%, 16%, 1%
CC(OCC(O)CN1CCCCC1CCO)c1ccc(Cl)cc1 (stereo not drawn)
  57%[activator], -8%, 3%, -12%, 0.4, -1%, 11%, 25%, 0%
CCOC(=O)c1[nH]c(C)c(C(=O)NC)c1C
  -4%, 41%[57.4 µM], -23%, -12%, -1.0, -11%, -4%, 26%, -4%
OCC[C@H]1C[C@@H](O)[C@H](O)[C@]2(CCCc3ccccc3O2)O1
  29%, 0%, 14%, ., 0.1, 5%, 62%[activator], ., .
CCCOc1ccc(CSC(CC(=O)O)C(=O)O)cc1 (stereo not drawn)
  13%, -16%, -5%, -9%, ., -26%, 2%, 0%, 1%
O=C(Cc1ccc(NC2=NC3CS(=O)(=O)CC3S2)cc1)NCCc1ccccc1 (stereo not drawn)
  -11%, -2%, -9%, -10%, 0.0, 13%, 15%, 4%, 0%
CC1=CC(C)(C)NC(=S)N1c1ccc2ccccc2c1
  26%&-20%, ?, -3%, -12%, -1.0, -4%, 16%, ?, -2%
COCCCNC(=O)CN1C(=O)/C(=C/c2ccccc2)Sc2ccccc21
  -30%, -18%, 4%, 4%, -0.7, 2%, -11%, 15%, -2%
COc1ccc(NC(=O)CSc2nc3ccccc3nc2N2CCCCC2)cc1
  -6%&-13%, 14%[57.4 µM], -10%&-12%, -15%&83%, 0.1&1.4, -9%&-10%, -7%, 3%&13%, -10%&-10%
COc1ccccc1CCNC(=O)Cc1c(C)c2cc(Cl)c(O)cc2oc1=O
  9%, -5%, -1%, ., 0.3, -3%, ., -2%, 3%
CC(C)c1ccc(NC(=O)Cn2ncn3c(cc4ccccc43)c2=O)cc1
  2%, 1%, ?, -11%, -0.6, -1%, 22%, -19%, -10%
O=C1C2C3C=CC(C3)C2C(=O)N1CCN1CCN(Cc2ccc([N+](=O)[O-])cc2)CC1 (stereo not drawn)
  16%, -6%, 6%, -9%, 0.1, -4%, 8%, 77%, -1%
O=S(=O)(c1ccc2ccccc2c1)N1CCN=C1SCc1cccnc1
  -2%, -11%, -2%, -20%, -0.4, -3%, -3%, 0%, -14%
CC1([N+](=O)[O-])COC2(CCCCC2)OC1
  -16%, -4%, 3%, ., ., 3%, ., ., .
C/C=C(/C)C(=O)Nc1cccc(C2=NOC3(C2)C[C@@H](C(N)=O)N(C(=O)c2ccc(OC)cc2)C3)c1 (stereo partly drawn)
  0%, ?, -1%, -14%, -0.1, 6%, -3%, -12%, -2%
CC(C)(C)NC(=O)C(=O)NC(=O)c1c(F)cccc1Cl
  39%[activator], ., 5%, -2%, 0.4, -9%, -3%, 19%, -2%
COc1ccccc1N=c1oc2c(OC)cccc2cc1C(=O)NCc1ccco1
  24%, ., 1%, ?, -0.3, -1%, -3%, 3%, -2%
CC(NC(=S)NC1CCCCC1)c1ccccc1 (stereo not drawn)
  -10%, -13%, 6%, -18%, 0.3, 15%, 50%[activator], -8%, -8%
Cc1ccc2c(c1)C(=O)OC(C(=O)Nc1ncc(Cc3ccc(C(C)C)cc3)s1)C2 (stereo not drawn)
  32%[activator], 0%, 2%, 10%, 0.5, -2%, ., -16%, 0%
COc1ccc(-c2cc(C)no2)cc1S(=O)(=O)N1CCN(c2cccc(C)c2)C(C)C1 (stereo not drawn)
  1%&-26%, -8%&-22%, 3%&12%, 40%&76%[activator], -0.1&-0.9, 16%&3%, -22%, 0%&12%, -9%&-14%
CCC(=O)C1=C(c2ccc(F)cc2)N(C(=O)CC)n2cnnc2S1
  ?, -26%, 0%[60.1 µM], -4%, -0.2, -1%, ., 4%, 1%

Not all compounds are listed. The share of hits here may be higher or lower than overall.
